APP 5'UTR act: APP 5'UTR luciferase reporter activation | SH-SY5Y APP 5'UTR luciferase reporter, luminescence; zero percent = DMSO vehicle wells | activation, % at 2 µM | actives 1% (n = 190,000) | AID 1276;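 active = activation above a set limit, based on mean plus 3 SD of controls, cut at about 140% in these data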; also: values of inactives mirror those of a sister screen read the other way
STAT3 activator: increases IL-6 driven STAT3 reporter signal; U3A cells, IL-6 STAT3-luciferase reporter, luminescence; 100% = signal with IL-6 EC80 alone; activation (% of control), % at 5.6 µM; actives 0.91% (n = 190,000); AID 871;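 active = activation above the screen-wide mean of compound activation plus 3 SD, cut at about 130% in these data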;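 also: 0% = background luminescence of wells with medium and substrate only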
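Material: STAT1-lacking human U3A cells, STAT3 luciferase reporter | Benchmarks: IL-6-only wells as 100% reference | Probe or stimulus: IL-6 (33 ng/mL) | Timing: Compound 1 h, then IL-6 6 h at 37 °C | Detection: Luminescence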
NF-kB expr up: raises NF-kB expression in human neuronal cells; actives 1.6% (n = 190,000); NF-kB reporter expression; stronger effect = higher value; fold change at 12.5 µM; in the data active = fold change above about 3.3
STAT1 inh: reduces IFN-gamma driven STAT1 reporter signal. inhibition, % at 5.5 µM. actives 0.35% (n = 200,000). NIH 3T3 STAT1-luciferase reporter, luminescence. AID 920;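 active = inhibition above a set limit, the mean inhibition across all tested compounds plus 3 SD, cut at about 34% in these data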;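 also: 0% = IFN-gamma with DMSO and 100% = IFN-gamma with 300 µM nifuroxazide; values of inactives mirror those of a sister screen read the other way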
HMGR II inh: inhibitors of class II HMG-CoA reductase from Enterococcus faecalis; purified E. faecalis HMGR, NADPH absorbance 340 nm kinetic; inhibition, % at 10 µM; actives 0.41% (n = 190,000); AID 1066;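 active = inhibition above a set limit, the median over all tested compounds plus 3 SD, cut at about 9.5% in these data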;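 also: enzyme runs in reverse so mevalonate oxidation gives rising NADPH absorbance; 0% = complete reaction with DMSO and 100% = background rate lacking mevalonate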
TLR4 MyD88 comp: blocks binding of human TLR4 to MyD88. O00206+Q99836. HeLa CL3-4 TLR4/MyD88 BLA complementation, FRET ratio. inhibition, % at 8.4 µM. actives 0.18% (n = 200,000); in the data active = inhibition above about 25%;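 also: 0% = vehicle and 100% = reference inhibitor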
Target sequence (O00206 whole entry, looked up): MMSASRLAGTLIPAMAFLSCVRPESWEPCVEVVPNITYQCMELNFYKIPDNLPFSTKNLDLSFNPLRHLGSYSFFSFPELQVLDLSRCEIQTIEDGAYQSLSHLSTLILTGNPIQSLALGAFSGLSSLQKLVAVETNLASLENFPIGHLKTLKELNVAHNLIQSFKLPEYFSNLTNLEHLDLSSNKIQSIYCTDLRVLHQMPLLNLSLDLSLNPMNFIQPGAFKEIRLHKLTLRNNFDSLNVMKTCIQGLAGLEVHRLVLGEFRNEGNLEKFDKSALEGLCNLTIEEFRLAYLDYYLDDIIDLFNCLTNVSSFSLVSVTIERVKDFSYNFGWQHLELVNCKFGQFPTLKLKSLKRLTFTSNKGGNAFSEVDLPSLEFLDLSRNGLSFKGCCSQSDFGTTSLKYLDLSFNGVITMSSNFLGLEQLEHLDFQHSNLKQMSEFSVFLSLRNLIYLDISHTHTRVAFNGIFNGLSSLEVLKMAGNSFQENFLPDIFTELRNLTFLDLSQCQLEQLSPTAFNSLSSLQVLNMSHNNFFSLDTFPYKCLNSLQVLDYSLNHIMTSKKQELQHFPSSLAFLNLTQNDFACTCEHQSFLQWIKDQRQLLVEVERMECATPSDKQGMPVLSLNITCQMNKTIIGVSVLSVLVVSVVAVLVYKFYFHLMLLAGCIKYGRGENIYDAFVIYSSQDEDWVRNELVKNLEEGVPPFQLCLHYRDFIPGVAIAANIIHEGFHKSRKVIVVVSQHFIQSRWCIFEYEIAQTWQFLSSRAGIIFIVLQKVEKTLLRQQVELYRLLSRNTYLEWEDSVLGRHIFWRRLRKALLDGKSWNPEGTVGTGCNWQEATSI
Target sequence (Q99836 whole entry, looked up): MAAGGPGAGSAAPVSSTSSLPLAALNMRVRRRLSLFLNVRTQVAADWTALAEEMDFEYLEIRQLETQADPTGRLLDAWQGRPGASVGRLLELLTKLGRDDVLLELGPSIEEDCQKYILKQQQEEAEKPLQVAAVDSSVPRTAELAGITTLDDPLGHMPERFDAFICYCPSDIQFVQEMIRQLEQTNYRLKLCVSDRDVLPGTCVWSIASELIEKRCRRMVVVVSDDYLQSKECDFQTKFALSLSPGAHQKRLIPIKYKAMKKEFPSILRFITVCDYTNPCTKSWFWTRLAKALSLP
Hsp70 activator: Hsp70 transcriptional activation, primary screen | actives 0.04% (n = 200,000) | activation, % at 10 µM | HeLa Hsp70 promoter luciferase reporter, luminescence; scaled: vehicle 0, proteasome-inhibitor control 100%;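 active = activation above the mean across all tested compounds plus 3 SD, cutoff set per campaign, cut at about 5.5% in these data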;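 also: 100% = MG132 at 30 µM as the positive control and 0% = DMSO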
STAT3 blocker: reduces IL-6 driven STAT3 reporter signal; U3A cells, IL-6 STAT3-luciferase reporter, luminescence; host cell line lacks STAT1; inhibition, % at 5.5 µM; actives 0.89% (n = 190,000); AID 862;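 active = inhibition above the mean inhibition across all screened compounds plus 3 SD, cut at about 44% in these data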;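 also: 0% = DMSO only wells and 100% = 100 µM nifuroxazide control wells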
DTT redox prof: compounds producing H2O2 with reducing agent – biochemical, NIH compound library profiling, artefact control for MLSCN library redox annotation, primary screen; DTT-dependent redox cycling H2O2, phenol red/HRP absorbance; 100% = 100 µM peroxide control, 0% = buffer; activation, % at 10 µM; actives 0.03% (n = 200,000);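 active = activation of at least 50% relative to the plate's high and low controls in the primary single-dose screen; inactive = activation below 50%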;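 also: compound incubated with DTT at 0.8 mM final as the reducing agent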
STAT1 activator: STAT1 signaling activation; NIH 3T3 STAT1-luciferase reporter, IFN-gamma, luminescence; 100% = IFN-gamma alone, no compound; activation (% of control), % at 5.5 µM; actives 2.6% (n = 200,000); AID 932;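 active = activation above the screen-wide mean activation plus 3 SD, cut at about 130% in these data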;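 also: raw ratio to IFN-gamma control signal so 100% means no change and 0% no light; values of inactives mirror those of a sister screen read the other way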
The depositor's hits bear a star; . = not tested or not shown.

SMILES	APP 5'UTR act	STAT3 activator	NF-kB expr up	STAT1 inh	HMGR II inh	TLR4 MyD88 comp	Hsp70 activator	STAT3 blocker	DTT redox prof	STAT1 activator
CC(=O)Nc1ccccc1-c1nc2ccc(C(=O)N3CCN(c4cccc(C)c4)C(C)C3)cc2[nH]c1=O (stereo not drawn)	-7	99	0.94	-4	1	-4	-0.3	6	-1.4	103
CC1=NN(C(=O)COc2ccccc2)C(O)(c2ccccc2)C1 (stereo not drawn)	.	97	1	-2	4	3	-0.2	3	-0.1	102
COc1ccc(CCn2c(-c3ccc(C(C)(C)C)cc3)n[nH]c2=S)cc1OC	-1	103	1.1	4	2	-6	0.0	6	-0.2	97
CC(=O)Nc1ccc(NC(=O)C(Cc2ccccc2)NC(=O)C2CCCCC2)cc1 (stereo not drawn)	-2	103	1.1	-1	2	9	0.0	-5	-0.4	101
Cc1c(Cl)cccc1NC(=O)Cn1cc(C(F)(F)F)cc(Cl)c1=O	3	112	1.2	-5	-1	1	-0.1	-6	-0.2	103
NNC(=O)c1ccc(CSc2nc3ccccc3s2)cc1	2	125	1.4	-21	2	3	-0.1	-24	-1.2	117
Nc1ccccc1NC1CCCCC1	15	107	1.1	-10	-8	-4	-0.2	3	-0.8	108
O=C(Cc1ccccc1Cl)N1CCN(c2ncccn2)CC1	-5	101	1.2	4	-3	3	-0.2	3	0.1	98
CCCCCc1c(C)nc(Nc2nc(C)c3cc(OC)ccc3n2)[nH]c1=O	-5	88	0.44	4	1	10	-0.3	21	-0.9	97
O=C(CSc1n[nH]c(-c2ccc(Cl)cc2Cl)n1)Nc1ccccn1	-38	102	1.4	-3	-5	-3	-0.3	-4	0.3	103
c1ccc(-n2nnnc2-n2cnc3ccccc32)cc1	2	94	1	2	-3	5	-0.3	12	0.0	99
CC1Oc2ccccc2N(CC(=O)Nc2ccc3c(c2)OCCO3)C1=O (stereo not drawn)	12	101	1.1	-3	-5	-14	-0.2	1	1.7	103
O=c1[nH]c2cc(Cl)c([N+](=O)[O-])nc2[nH]1	28	101	1.3	-1	1	1	-0.4	-2	-0.1	101
COCCN(C(=O)c1ccccc1F)c1c(N)n(Cc2ccccc2)c(=O)[nH]c1=O	4	90	1.2	-3	-2	7	0.0	13	-0.5	103
Cc1n[nH]c(C)c1CCOc1ccc(C(C)C)cc1	-14	82	1.2	6	-7	8	-0.3	24	-0.6	94
COc1ccc(NC(=S)N(C)CC2COc3ccccc3O2)cc1 (stereo not drawn)	7	100	1.2	-4	-4	-7	-0.2	3	-2.1	102
Cc1ccc(N(C(=O)c2csnn2)C(C(=O)NC(C)(C)C)c2cccs2)cc1 (stereo not drawn)	15	102	1.1	8	-3	-9	-0.1	-3	1.2	93
O=[N+]([O-])c1ccc(/C=N/n2c(C3CCCCC3)n[nH]c2=S)cc1	6	96	1.3	-1	-6	6	-0.4	6	0.9	101
COc1ccc(-c2nc(Cc3ccc(Cl)cc3)no2)cc1OC	-5	105	1.1	-2	2	-19	-0.1	1	0.3	102
Cc1cc(Cl)c(S(=O)(=O)NC2CCCCC2)cc1OCC(=O)Nc1nncs1	5	87	0.93	12	0	9	-0.4	18	1.1	91
S=C(NCCCN1CCOCC1)Nc1ccc(N2CCOCC2)cc1	-21	107	1.3	-7	0	9	-0.4	-6	0.2	106
Cc1ccc(N2C(=O)CC(Sc3ccccc3C(=O)O)C2=O)cc1C (stereo not drawn)	23	98	1.2	-4	-2	-3	0.3	8	0.4	101
O=C(NCc1ccncc1)C1CCCN(S(=O)(=O)Cc2ccccc2)C1 (stereo not drawn)	-8	103	1.1	-3	-5	16	0.1	0	0.1	101
C=C(C)CSCc1nc2ccccc2[nH]1	5	115	1.4	-8	-2	10	0.3	-16	1.1	106
CCOc1ccc(C(=O)NCC(=O)OCC(=O)Nc2ccccc2OC)cc1	-7	99	0.92	-1	-1	3	-0.3	1	0.3	101
NS(=O)(=O)c1cccc(NC(=O)Cc2ccc(Cl)c(Cl)c2)c1	19	106	0.92	1	-2	-5	-0.1	-5	-0.4	97
CCSc1nc2ccccc2n1CCC(=O)O	-3	102	1.1	-6	-3	-11	-0.1	3	2.5	106
COc1ccc(NC(=O)C(C/C=C(/C)Cl)C(C)=O)cc1 (stereo not drawn)	5	99	1.3	11	-6	-7	-0.2	5	-0.4	90
Cc1c(Cl)cccc1NC(=O)CCC(=O)NNC(=O)c1ccccc1Cl	-5	100	1.2	5	-7	-5	-0.4	7	-6.3	95
CCOC(=O)N1CCN(C(=O)CCc2c(C)nc3c(c(C)nn3-c3ccc(C)c(C)c3)c2C)CC1	-1	104	1	-13	3	-10	-0.2	1	-0.6	111
CC(C)(C)c1cc(C(=O)NCc2ccccc2)ccn1	-13	80	0.98	10	-11	7	-0.1	30	-0.5	91
O=C(c1cc(S(=O)(=O)N2CCC3(CC2)OCCO3)ccc1F)N1CCCCC1	-9	93	1.2	0	1	2	-0.2	15	-0.9	99
O=C(Nc1nnc(C(F)(F)F)s1)c1ccc(N2C(=O)C3C4C=CC(C4)C3C2=O)cc1 (stereo not drawn)	22	101	1	-3	-1	4	-0.5	4	0.2	103
Cc1nnnn1-c1cccc(C(=O)O)c1	10	107	1.3	-7	-2	4	0.4	-2	0.1	106
CCCNC(=O)COc1nc2ccccc2nc1N1CCOCC1	32	105	1.2	-2	0	-1	-0.1	-8	-0.4	102
COc1ccc(C2CC(c3ccccc3)n3nc(NC(=O)c4cccs4)nc3N2)cc1 (stereo not drawn)	-8	94	0.5	-2	-4	-20	0.1	10	1.7	102
O=C(CSc1nc(O)cc(=O)n1-c1ccccc1)Nc1ccccn1	13	106	1.1	-1	-3	3	0.0	-6	0.0	100
COc1ccc(NC(=O)c2sc(NC(=O)COc3ccccc3)nc2C)cc1	6	106	1.3	-6	-4	0	0.0	-2	3.2	106
Cn1c(=O)c2c(nc(N3CCCCCC3)n2CC(=O)c2ccc(Br)cc2)n(C)c1=O	10	99	1.2	4	-6	-3	-0.2	7	0.3	95
O=C(CSc1nc(C2CC2)nc2ccccc12)Nc1ccccc1N1CCOCC1	-2	96	1.2	17	-3	0	-0.3	10	-0.8	83

In a second layout: entries from further up
NNC(=O)c1ccc(CSc2nc3ccccc3s2)cc1
  APP 5'UTR act = 2	STAT3 activator = 125	NF-kB expr up = 1.4	STAT1 inh = -21	HMGR II inh = 2	TLR4 MyD88 comp = 3	Hsp70 activator = -0.1	STAT3 blocker = -24	DTT redox prof = -1.2	STAT1 activator = 117
Nc1ccccc1NC1CCCCC1
  APP 5'UTR act = 15	STAT3 activator = 107	NF-kB expr up = 1.1	STAT1 inh = -10	HMGR II inh = -8	TLR4 MyD88 comp = -4	Hsp70 activator = -0.2	STAT3 blocker = 3	DTT redox prof = -0.8	STAT1 activator = 108

Additional entries follow:
SMILES	APP 5'UTR act	STAT3 activator	NF-kB expr up	STAT1 inh	HMGR II inh	TLR4 MyD88 comp	Hsp70 activator	STAT3 blocker	DTT redox prof	STAT1 activator
CCOC(=O)CC1C(=O)NCCN1S(=O)(=O)c1ccc(OC)cc1 (stereo not drawn)	1	98	1.1	-3	4	-9	0.0	9	-1.0	102
O=C(CN(Cc1ccccc1)C(=O)CSc1nnc(COc2ccccc2)o1)NC1CCCC1	-4	103	1.1	-5	-7	1	-0.3	-2	1.1	105
CC(/C=N/NC(=O)c1cccs1)=C\c1ccccc1	188*	75	8.5*	-38	2	0	-0.2	32	0.2	134*
O=C(Nc1nnc(-c2ccco2)o1)c1cccc2ccccc12	-14	103	0.82	2	-8	5	-0.1	-9	0.6	98
CC(C)CNS(=O)(=O)c1ccc(CCC(=O)NCc2cccnc2)cc1	12	110	0.85	-2	-1	16	-0.4	-10	-4.2	102
O=C(Nc1ccc(Oc2ccccc2)cc1)c1ccc(Cn2c(=O)[nH]c3ccsc3c2=O)cc1	-17	91	1.1	2	20*	1	-0.2	10	0.9	98
Cc1ccccc1C(=O)Nc1ccc(N2CCCC2)cc1	7	93	2.1	-35	-9	-7	-0.1	13	-0.2	131*
CCOC(=O)CSCC(=O)Nc1ccc(S(=O)(=O)N2CCCCC2)cc1	-16	105	0.85	0	-9	7	-0.1	-4	0.0	100
COCCOC(=O)C1=C(C)N=C2SCCC(=O)N2C1c1ccc(C(=O)OC)cc1 (stereo not drawn)	11	104	1	-1	-1	-7	-0.2	-1	1.1	101
CCc1cccc(C)c1NC(=O)CN(C)Cc1ccccc1F	10	94	1.2	6	-2	0	-0.4	10	0.0	95
Cc1ccnc(NC(=O)c2ccco2)n1	-4	97	1.2	-4	5	10	0.5	8	0.0	101
Fc1cccc(Cc2noc(CN3CCC(c4ccncc4)CC3)n2)c1	-7	90	1	14	-2	0	-0.2	16	-1.4	86
CCOC(=O)c1ccc(NC(=S)N(CCCN2CCCCCC2)Cc2ccco2)cc1	-8	95	0.97	-3	-4	-6	-0.1	10	-1.1	103
COC(=O)Cn1c(CN2CCc3ccccc3C2)nc2c1c(=O)n(C)c(=O)n2C	-2	.	1.1	.	0	.	.	.	-1.2	.
Fc1cccc(Cc2noc(CN3CCCCC3c3ccccn3)n2)c1 (stereo not drawn)	-1	103	1	-6	-1	1	-0.3	0	0.1	104
O=C(CN(Cc1ccccc1)C(=O)CCC(=O)Nc1nccs1)NCc1ccco1	5	101	0.99	1	4	10	0.0	3	-2.3	100
Cc1ccccc1Cn1c(=O)n(-c2ccccc2)c(=O)c2ccc(C(=O)NCc3ccco3)cc21	4	101	1.1	14	-4	4	0.4	-2	1.4	87
O=C(Cn1[nH]c(=O)c2ccccc2c1=O)Nc1cccnc1	0	110	0.95	-14	-3	6	-0.2	-2	-0.1	111
O=C(NCc1ccccc1)C1=C[C@H](C2CC2)C[C@H](OCCCCO)O1	-4	.	0.95	-5	3	9	-0.2	.	-0.1	106
O=C(/C=C/c1ccccc1)CC(O)(c1ccccc1)C(F)(F)C(F)F (stereo not drawn)	-5	102	1.8	-1	-2	6	-0.2	-2	0.2	100
CC(C)OC(=O)[C@H]1[C@H](c2ccc(Cl)cc2)[C@@](C#N)(C(N)=O)[C@@H]2C=CC(C(N)=O)=CN21	12	97	1.1	8	-5	-4	-0.2	10	-3.2	93
COc1ccc(C(=O)NCc2nnc(SC)n2C2CCCCC2)cc1	8	95	1.1	11	-5	4	-0.3	6	-2.2	91
O=C1c2ccccc2C(=O)N1c1ncccn1	-1	104	0.94	2	-5	-2	-0.1	2	-2.6	99
O=C(CN1CCN(c2ccccc2F)CC1)c1c[nH]c2ccc(F)cc12	18	91	1	4	-1	3	-0.3	15	0.2	96
CSC1=C(C#N)C(CC(C)C)C(C(C)=O)=C(C)N1 (stereo not drawn)	-5	90	1.8	5	1	-6	-0.1	14	-1.4	96
CCn1c(CNc2ccc(OC)cc2)nnc1SCC(=O)N1CCCc2ccccc21	3	96	1.1	-1	-4	-20	0.1	10	1.1	101
CN(C)S(=O)(=O)N(CC(=O)N1CCN(c2ccccc2)CC1)c1ccccc1	-12	93	1.1	2	-4	14	-0.5	11	-0.8	97
COc1cccc(C(=O)COc2ccc3ccc(=O)oc3c2)c1	11	83	1.4	-8	-3	4	-0.2	22	-0.3	105
Cc1ccc(-n2nc(C)c(C(C)(O)C(F)(F)F)c2N)cc1 (stereo not drawn)	13	101	1.1	-11	-1	-1	-0.1	-1	-0.3	109

Bioassay records from PubChem.
